Assay outcomes deposited in PubChem by National Center for Advancing Translational Sciences (NCATS).
Glioma ERSR ind: qHTS for Inducers of the Endoplasmic Reticulum Stress Response (ERSR) in Human Glioma: qHTS. Potency, µM, inactives show at the highest dose activation, hits mostly activators. U87-MG GRP78 promoter luciferase reporter, 16 h. 0.02% of 420,000 active. AID 602332, 2012; note: potency is the fitted concentration of half-maximal effect; series mostly up to about 76 µM; % of control where 0% means no effect; nearly all actives have a fitted effect of over 35% in size
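Stably transfected U87-MG glioma cells carrying a GRP78-based luciferase sensor; 16 h compound incubation. Luminescence end-point read 10 min after Bright-Glo addition at room temperature.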
RGS4 inh: Inhibitors of Regulator of G Protein Signaling (RGS) 4: qHTS; Potency, µM (titrated, usually from 114 µM), for inactives: top-dose activity change, negative = inhibition, hits mostly inhibitors; 0.039% of 390,000 active; Transcreener GDP fluorescence polarization, RGS4-accelerated GTP hydrolysis; note: potency is the fitted concentration of half-maximal effect; % is set by controls: 0 for no effect and ±100 for the full control effect; nearly all actives have a fitted effect of over 75% in size; some results filed as inactive show a strong effect at the top dose
Target sequence (P49798 whole entry, looked up): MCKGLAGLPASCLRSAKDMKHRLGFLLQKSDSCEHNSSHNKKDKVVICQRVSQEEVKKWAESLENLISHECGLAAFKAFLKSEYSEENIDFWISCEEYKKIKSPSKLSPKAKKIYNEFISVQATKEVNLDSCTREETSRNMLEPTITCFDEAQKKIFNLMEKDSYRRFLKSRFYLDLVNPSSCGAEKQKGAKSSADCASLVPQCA
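MLSMR compounds (23 nl, pin-transferred) preincubated 10 min at room temperature with a 500nM (2x) first reagent, then RGS4 at 900nM (2x) plus Transcreener GDP mix added; fluorescence polarization (620/688 nm) read before and after 90 min at 30 °C.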
LDHA block: qHTS assay for inhibitors of human lactate dehydrogenase; activity change, % (values are at about 110 or 230 µM); 0.15% of 480,000 active; L-lactate dehydrogenase A chain (Homo sapiens), P00338; purified LDHA, NADH/diaphorase-resazurin fluorescence; stronger effect = lower value; in the data active = activity change below about -30%; inconclusive = mostly about -25% to -30%;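 note: plate controls were DMSO wells for no effect and wells without enzyme for full effect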
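Human LDH5 at 2 nM final in Tris HCl pH 7.4 with 0.06 mM NADH and 0.2 mM pyruvate, reacted 5 minutes at room temperature. Remaining NADH coupled via diaphorase/resazurin; resorufin fluorescence read at 0 and 20 minutes, normalized to enzyme-free and DMSO wells.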
USP1 inh: Inhibitors of USP1/UAF1: Primary Screen. recombinant USP1/UAF1, Ub-Rhodamine cleavage fluorescence. Potency, µM (titrated, usually from 57.1 µM), without a hit: at the highest dose activity change, negative = inhibition, actives largely listed as inhibitors. 0.23% of 390,000 active. AID 743255, 2014; note: potency is the fitted concentration of half-maximal effect; % is set by controls: 0 for no effect and ±100 for the full control effect; nearly all actives have a fitted effect of over 60% in size; inactives centre near -12
Target sequence (O94782 whole entry, looked up): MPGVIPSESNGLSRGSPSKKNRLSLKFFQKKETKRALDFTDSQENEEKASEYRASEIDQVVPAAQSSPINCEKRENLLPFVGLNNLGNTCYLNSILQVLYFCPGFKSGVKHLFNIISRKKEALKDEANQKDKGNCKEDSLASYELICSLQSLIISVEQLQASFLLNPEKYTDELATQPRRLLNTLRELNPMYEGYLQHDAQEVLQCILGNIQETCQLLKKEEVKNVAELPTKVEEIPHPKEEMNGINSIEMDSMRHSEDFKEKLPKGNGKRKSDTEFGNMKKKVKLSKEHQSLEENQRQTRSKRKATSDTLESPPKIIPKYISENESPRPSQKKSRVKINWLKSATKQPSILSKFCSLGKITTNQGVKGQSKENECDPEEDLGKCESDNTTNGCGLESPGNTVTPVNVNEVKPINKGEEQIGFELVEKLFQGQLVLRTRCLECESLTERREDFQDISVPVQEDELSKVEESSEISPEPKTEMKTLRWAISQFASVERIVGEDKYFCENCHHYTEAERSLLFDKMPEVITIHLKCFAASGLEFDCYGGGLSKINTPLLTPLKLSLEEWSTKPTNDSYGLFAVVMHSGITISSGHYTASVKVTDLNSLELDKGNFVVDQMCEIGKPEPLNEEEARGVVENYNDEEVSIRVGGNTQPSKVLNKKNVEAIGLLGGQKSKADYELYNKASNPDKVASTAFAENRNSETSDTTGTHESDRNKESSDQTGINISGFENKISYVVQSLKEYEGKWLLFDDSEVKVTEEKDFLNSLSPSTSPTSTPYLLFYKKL
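USP1/UAF1 complex (1 nM) preincubated 15 min at room temperature with compound, then Ub-Rho substrate (150 nM final) added. Kinetic fluorescence at 480/540 nm over 6 reads at 60 s intervals; 50 mM HEPES pH 7.8, 0.5 mM EDTA, 0.1 mg/ml BSA, 1 mM TCEP, 0.01% Tween-20.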
TrxR1 substrate: qHTS Assay for Substrates of Mammalian Selenoprotein Thioredoxin Reductase 1 (TrxR1): qHTS; purified TrxR1 substrate turnover, NADPH consumption readout; Potency, µM (highest dose often 114 µM), for inactives: top-dose activity change, negative = substrate turnover; 0.01% of 390,000 active; AID 588456, 2011; note: potency is the fitted concentration of half-maximal effect; % is set by controls: 0 for no effect and ±100 for the full control effect; nearly all actives have a fitted effect of over 50% in size
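Rat TrxR1, dispensed at 90 nM, was prereduced with 400 uM NADPH (final) for 5 min at ~22 deg C, then incubated with compound 15 min before 400 uM selenite. A first-read NADPH fluorescence drop versus no-compound background flagged substrates.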
TrxR1 inh: qHTS Assay for Inhibitors of Mammalian Selenoprotein Thioredoxin Reductase 1 (TrxR1): qHTS | Thioredoxin reductase 1, cytoplasmic (Rattus norvegicus), O89049 | recombinant rTrxR1, NADPH fluorescence consumption, selenite substrate | Potency, µM (series often up to 114 µM), for inactives: at the highest dose activity change, negative = inhibition, usual class: inhibitors | 1% of 390,000 active; note: potency is the fitted concentration of half-maximal effect; % is set by controls: 0 for no effect and ±100 for the full control effect; nearly all actives have a fitted effect of over 65% in size
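Rat TrxR1 (90 nM in the dispensed reagent) was pre-reduced with 400 uM NADPH for 5 min at room temperature, then incubated with compound for 15 min. After 400 uM selenite was added, NADPH fluorescence (Ex 340/Em 450 nm) was followed for 8 min.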
IDH1 R132H inh: qHTS for Inhibitors of mutant isocitrate dehydrogenase 1 (IDH1): qHTS | AID 602179, 2012 | Potency, µM (series often up to 76.6 µM), for the others: at the highest dose activity change, negative = inhibition, usual class: inhibitors | IDH1-R132H enzyme, NADPH consumption, diaphorase/resazurin fluorescence | 0.093% of 390,000 active | Isocitrate dehydrogenase [NADP] cytoplasmic (Homo sapiens), O75874; note: potency is the fitted concentration of half-maximal effect; % is set by controls: 0 for no effect and ±100 for the full control effect; nearly all actives have a fitted effect of over 65% in size
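IDH1-R132H (0.5 ug/mL) preincubated 30 min with compound, then NADPH (0.016 mM) and alpha-KG (2 mM) added; 80 min at RT, pH 7.5. Remaining NADPH coupled via diaphorase/resazurin to fluorescence (540/590 nm); concentration-response curves normalized to no-enzyme control.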
Vif-A3F inh: qHTS for Inhibitors of Vif-A3F Interactions: qHTS; 0.2% of 390,000 active; HeLa A3F-eYFP + Vif (tagged APOBEC3F with the HIV-1 protein that degrades it), YFP fluorescence increase; Potency, µM (highest dose often 46.1 µM), inactives show at the highest dose activity, negative = active; note: potency is the fitted concentration of half-maximal effect; % of control where 0% means no effect; nearly all actives have a fitted effect of over 65% in size
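HeLa cells stably expressing Vif plus C-terminally eYFP-tagged A3F were seeded, incubated overnight at 37 deg C, dosed with compound, incubated overnight again at 37 deg C. Yellow fluorescence (Ex 488/Em 500-530) reported blocked Vif-mediated A3F-eYFP degradation.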
Vif-APOBEC3G blk: qHTS for Inhibitors of Vif-A3G Interactions: qHTS. HeLa A3G-eYFP + Vif (tagged APOBEC3G with the HIV-1 protein that degrades it), YFP fluorescence, overnight. 0.076% of 410,000 active. Potency, µM (top dose mostly 46.1 µM), without a hit: top-dose activity, negative = active, usual class: inhibitors;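 note: potency is the fitted concentration of half-maximal effect; % is set by controls: 0 for no effect and ±100 for the full control effect; nearly all actives have a fitted effect of over 60% in size; hits raise eYFP signal because A3G escapes Vif-driven loss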
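Read-out is eYFP fluorescence (Ex 488/Em 500-530) from Vif-expressing HeLa A3G-eYFP cells; more signal means A3G escaped Vif-mediated degradation. Cells plated overnight, compound pinned in, incubated overnight at 37 deg C.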
Numbers without * were called inactive; ? = inconclusive; . = not tested or not shown; & = joins results of further samples; [ ] = another dose, or the depositor's remark. Unless noted, calls come from the whole dose curve; as a rule, active = well fitted curve in the direction sought with a large enough effect; inconclusive = small, poorly fitted or top-dose-only effect, or another doubt; inactive = no such curve, though single readings can be large; an effect the other way counts as inactive or inconclusive. These rows are one share of the data; count on the stated rates, not on these rows.

Compound,Glioma ERSR ind,RGS4 inh,LDHA block,USP1 inh,TrxR1 substrate,TrxR1 inh,IDH1 R132H inh,Vif-A3F inh,Vif-APOBEC3G blk
CCOc1ccc(OCC)c(NC(=O)C2CCN(c3cnccn3)CC2)c1,-3%&-2%,-20%&10%,-4&-2,?,1%&0%,9%&-4%,-3%&-17%,2%&-2%,-7%&0%
O=C(c1ccc(NC2=NC3CS(=O)(=O)CC3S2)cc1)N1CCN(C(=O)c2ccco2)CC1 (stereo not drawn),-4%,26%,-15,-12%,17%[57.1 µM],-2%[57.1 µM],-8%,2%,3%
Cc1ccc(CN2CC(C(=O)N3CC(C)CC(C)C3)CC2=O)cc1 (stereo not drawn),-3%,3%,-7,-16%,4%[57.1 µM],14%[57.1 µM],7%,8%,4%
O=C(c1ccc(-c2ccccc2)cc1)N1CCN(c2ccccc2F)CC1,2%,32%,-8,-15%,-2%,30%,-2%,7%,6%
c1csc(-c2nn3c(Cn4nnc5ccccc54)nnc3s2)c1,-5%,12%,7,-8%,10%,17%,10%,0%,2%
Cc1ccc(OCC(=O)Nc2c(C)ccc3nsnc23)cc1,-3%,9%,-4,-16%,6%,25%,5%,13%,-2%
CCC(=O)N1c2ccc(S(=O)(=O)N3CCCC3)cc2CC1C (stereo not drawn),-1%,0%,-1,-13%,2%,17%,-1%,-8%,0%
O=C(Nc1nccs1)c1cc2c(s1)-c1ccccc1OC2,13%,7%,-13,-23%,44%[activator],39%[activator],-16%,?,-12%
COc1cccc(NC(=O)C2CCCN2S(=O)(=O)c2ccc3nc(-c4ccccc4)[nH]c3c2)c1 (stereo not drawn),-2%,12%,2,-14%,3%,20%,-15%,-5%,-7%
O=C(Cc1ccc(Cl)cc1)N1CCN(C(=O)c2ccco2)CC1,0%,1%,-3,-18%,7%,19%,1%,.,1%
Cc1ccccc1CN1[C@@H](C(C)C)COCCS1(=O)=O,-1%,-15%,1,-22%,2%,5%,15%,-3%,0%
CCC1S/C(=N\S(=O)(=O)c2cccs2)N(C2CCCCC2)C1=O (stereo not drawn),-6%,10%[11.4 µM],-4,-5%,12%[57.1 µM],27%[57.1 µM],0%,3%,-2%
CCN(CC(=O)Nc1ccc(NC(C)=O)cc1)C(=O)CSCc1c(C)noc1C,-5%,18%,-3,-21%,8%,22%,4%,-12%,0%
CCN(CC)CCCNC(=O)C1c2ccccc2C(=O)N(CCOC)C1c1ccc(F)cc1 (stereo not drawn),-4%,-4%,-7,-19%,9%[57.1 µM],22%[57.1 µM],7%,8%,3%
COc1cccc(CN2CCNC(=O)C2CC(=O)NCC2CCOCC2)c1 (stereo not drawn),0%,-1%,2,-26%,4%,?,-7%,-2%,0%

An excerpt from the list above, as a working copy:
Compound,Glioma ERSR ind,RGS4 inh,LDHA block,USP1 inh,TrxR1 substrate,TrxR1 inh,IDH1 R132H inh,Vif-A3F inh,Vif-APOBEC3G blk
Cc1ccccc1CN1[C@@H](C(C)C)COCCS1(=O)=O,-1%,-15%,1,-22%,2%,5%,15%,-3%,0%
CCC1S/C(=N\S(=O)(=O)c2cccs2)N(C2CCCCC2)C1=O (stereo not drawn),-6%,10%[11.4 µM],-4,-5%,12%[57.1 µM],27%[57.1 µM],0%,3%,-2%
CCN(CC(=O)Nc1ccc(NC(C)=O)cc1)C(=O)CSCc1c(C)noc1C,-5%,18%,-3,-21%,8%,22%,4%,-12%,0%
CCN(CC)CCCNC(=O)C1c2ccccc2C(=O)N(CCOC)C1c1ccc(F)cc1 (stereo not drawn),-4%,-4%,-7,-19%,9%[57.1 µM],22%[57.1 µM],7%,8%,3%
COc1cccc(CN2CCNC(=O)C2CC(=O)NCC2CCOCC2)c1 (stereo not drawn),0%,-1%,2,-26%,4%,?,-7%,-2%,0%

(listing goes on)
Compound,Glioma ERSR ind,RGS4 inh,LDHA block,USP1 inh,TrxR1 substrate,TrxR1 inh,IDH1 R132H inh,Vif-A3F inh,Vif-APOBEC3G blk
O=C(NCc1cccc(Cl)c1)C1CCN(S(=O)(=O)c2ccc(F)cc2)CC1,-4%,14%,0,-21%,6%,26%,-10%,9%,3%
CCCOc1nc(SCCC)nc2c1cnn2-c1ccccc1,-5%,-9%,4,-23%,4%[57.1 µM],11%[57.1 µM],8%,-14%,1%
Cc1c(OCC(=O)NCCCn2ccnc2)ccc2c3c(c(=O)oc12)CCC3,-5%,-3%,-2,-22%,18%,2%,6%,1%,4%
CN(N=O)c1ccc(CC2CCc3ccccc32)cc1 (stereo not drawn),3%,14%,1,-21%,11%[57.1 µM],-6%[11.4 µM],1%,-30%,-4%
Cc1cccc(N2CCN(S(=O)(=O)c3ccc(-c4cc(C(F)(F)F)on4)s3)CC2)c1C,1%,21%,-12,4%,1%[57.1 µM],19%[57.1 µM],-16%,-1%,3%
Cc1ccccc1NC(=O)Cn1c(=O)n(C)c2ccccc21,-3%,-5%,-1,-2%,-5%,-7%,-1%,-4%,0%
CCCNC(=O)COC(=O)c1ccccc1OCc1ccc(Cl)cc1,-1%,11%,-3,6%,-5%,3%,7%,-2%,0%
CC(C)N(CCCNC(=O)CC1Oc2ccccc2NC1=O)Cc1ccccc1 (stereo not drawn),-3%,-15%,-5,-22%,6%,12%,2%,-1%,3%
CCOC(=O)N1CCN(C(=O)COc2ccc(Br)cc2Cl)CC1,-4%,0%,-5,-19%,6%[57.1 µM],-1%[57.1 µM],2%,-9%,-3%
c1ccc2c(N3CCCC3)nc(-c3ccncc3)nc2c1,-5%,12%,-15,-15%,12%,21%,4%,-6%,1%
O=S(=O)(NCc1ccccc1)c1ccc(-n2cccn2)cc1,-5%,-14%,-4,-26%,9%,23%,6%,-2%,0%
Cc1cc(C)n2nc(SCC(=O)N3CC(C)CC(C)C3)nc2n1 (stereo not drawn),-2%,-6%,-4,-15%,8%[57.1 µM],6%[57.1 µM],-11%,0%,5%
O=C(Nc1ccc(-c2n[nH]c(=S)o2)cc1)c1ccccc1Cl,0%,-26%,-1,-17%,-9%,-8%,-1%,-10%,-4%
CCCn1cnc2cc(NCc3ccccc3OCC)ccc21,1%,-5%,11,?,6%,13%,-8%,10%,0%
CCC(C)n1c(SCC(=O)NCc2ccco2)nnc1-c1cccc(S(=O)(=O)N2CCOCC2)c1 (stereo not drawn),-1%,-28%,-2,-11%,-8%[57.1 µM],-26%,8%,4%,1%
O=C(c1cc(=O)c2cc(Cl)ccc2o1)N1CCN(Cc2ccccc2)CC1,1%,-7%,-2&0,-19%,1%,1%,0%,1%,-4%
Cc1cc(N=CC2=C(O)CC(C)(C)CC2=O)no1,-5%,-13%,-2,-16%,-25%[57.1 µM],2%[57.1 µM],11%,-6%,0%
CCc1ccccc1NC1=NCC(=O)N1Cc1ccc2c(c1)OCO2,-2%,-20%[11.4 µM],6,-23%,1%,13%,5%,0%,3%
CNC(=O)c1sccc1-n1cccc1,-4%,25%,-3,3%,-1%,-4%,1%,-6%,1%
COc1ccccc1NC(=O)CSc1nncs1,-1%,-5%,-7,-6%,13%[57.1 µM],23%,11%,4%,-3%
Cc1cc(C(=O)CSc2nnc(-c3ccco3)o2)c(C)n1C,4%,-10%,-3,-17%,0%,-29%,36%[activator],-15%,-15%
CC(=O)Nc1ccccc1NC(=O)c1ccccc1-c1ccccc1,-4%,5%,-3,-4%,-5%[57.1 µM],-18%[57.1 µM],1%,-5%,2%
Cc1c(NC(=O)C(C)OC(=O)c2ccc(Br)o2)c(=O)n(-c2ccccc2)n1C (stereo not drawn),-2%,-16%,-1,-19%,-4%[57.1 µM],15%[57.1 µM],2%,8%,-4%
COC(=O)c1ccc(Nc2nc(C)nc3c2nnn3Cc2ccccc2)cc1,-3%,-7%,0,-23%,46%[activator],37%,-10%,3%,-4%
Cc1cccc(OCCCC(=O)Nc2ccc(N3CCOCC3)cc2)c1,-2%,-12%,-4,-22%,11%,16%,-3%,-7%,0%
CCOc1c(Br)cc(/C=C2/SC(=O)N(CC(=O)N3CCCC3)C2=O)cc1OC,-1%,4%[11.4 µM],1,-9%,9%[57.1 µM],13%[57.1 µM],-1%,-4%,0%
O=C(NCc1ccccc1Br)c1ccncc1,0%,-1%,-1,-22%,5%,22%,4%,0%,0%
